Assay outcomes deposited in PubChem BioAssay by National Center for Advancing Translational Sciences (NCATS).
IP6K1 inhibitor = blocks human inositol hexakisphosphate kinase 1 | 140,000 compounds, 0.81% hits | AID 1645851 | activity change, % (series mostly up to about 58 µM) | Q92551 | IP6K1 kinase, ADP-Glo luminescence, 2 h; stronger effect = lower value; in the data active means activity change below about -25%
Target sequence (Q92551 whole entry, looked up): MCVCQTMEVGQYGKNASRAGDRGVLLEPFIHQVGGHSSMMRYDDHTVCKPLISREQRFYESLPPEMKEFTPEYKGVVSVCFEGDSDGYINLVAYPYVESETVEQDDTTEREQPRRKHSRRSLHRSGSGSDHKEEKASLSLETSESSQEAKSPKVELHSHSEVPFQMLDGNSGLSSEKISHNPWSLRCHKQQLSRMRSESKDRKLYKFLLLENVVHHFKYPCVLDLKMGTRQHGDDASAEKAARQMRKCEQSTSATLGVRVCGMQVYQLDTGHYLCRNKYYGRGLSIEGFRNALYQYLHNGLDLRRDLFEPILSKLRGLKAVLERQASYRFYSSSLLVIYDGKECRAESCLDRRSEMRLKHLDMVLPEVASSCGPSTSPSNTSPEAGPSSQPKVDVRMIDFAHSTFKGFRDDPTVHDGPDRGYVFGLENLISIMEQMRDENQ
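ADP-Glo luminescence measures ADP made by human IP6K1 during a 2 h RT reaction with ATP/IP6 (mix at 1.3 mM/130 uM); top library doses 57.5 and 19.1 uM final.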
3T3 cytotox = kills NIH 3T3 cells | NIH 3T3 viability, CellTiter-Glo ATP luminescence, 48-72 h | Potency, µM (doses to about 96.7 µM), inactives show at the highest dose activity change, negative = cytotoxicity, most hits filed as inhibitors | 94,000 compounds, 4.3% hits; further: potency means the concentration at half of the fitted maximal effect; nearly all actives have a fitted effect of over 55% in size
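Viability of NIH 3T3 cells after 48 or 72 hr compound treatment at 37 °C was assessed by CellTiter-Glo, with luminescence imaged following a 10 min room-temperature step.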
HEK293 tox = cytotoxic compounds in HEK 293 cells; HEK 293 viability, ATP luminescence (CellTiter-Glo), 48-72 h; AID 1345083; Potency, µM (highest dose often 115 µM), without a hit: at the top dose activity change, negative = cytotoxicity, most hits filed as inhibitors; 94,000 compounds, 6.6% hits; further: potency means the concentration at half of the fitted maximal effect; nearly all actives have a fitted effect of over 60% in size
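HEK 293 cells at 250 cells/well were exposed to compounds by pintool transfer for 48 or 72 hr at 37 degree Celsius, 5% CO2. Viability was read as ATP-coupled luminescence with CellTiter-Glo after 10 min at room temperature.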
GPT2 inhibitor = blocks human glutamate pyruvate transaminase 2. AID 1671188. Potency, µM (highest dose often 57.7 µM), without a hit: at the highest dose activity change, negative = inhibition, actives largely listed as inhibitors. Recombinant GPT2, coupled pyruvate oxidase/HRP Amplex Red fluorescence. 100,000 compounds, 0.25% hits; further: potency means the concentration at half of the fitted maximal effect; nearly all actives have a fitted effect of over 60% in size; many of its hits are not listed in these tables
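GPT2 10ng/uL, a-KG 250uM, L-Ala 2mM, HEPES pH7.5 + 0.0001% Tween; 30 min RT. Then Amplex mix (PO/HRP/ThPP), 30 min RT dark, fluorescence. AOA 50uM used as positive control.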
HEK293 viab = reduces viability of HEK-293 SNCA reporter cells | Potency, µM (titrated, usually from 57.1 µM), without a hit: top-dose activity change, negative = cytotoxicity, usual class: cytotoxic | HEK-293-SNCA-luc viability, GF-AFC fluorescence, 24 h | 150,000 compounds, 0.12% hits;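 further: potency means the concentration at half of the fitted maximal effect; 0% = DMSO-treated cells and -100% = medium-only wells without cells; nearly all actives have a fitted effect of over 30% in size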
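Cytotoxicity counterscreen: after 24 h compound treatment of genome-edited SNCA-luciferase HEK-293 cells, live-cell protease substrate GF-AFC read by fluorescence after 30 min; activity scaled between DMSO (0%) and medium-only (-100%), curves Hill-fitted.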
FLuc inh = blocks purified firefly luciferase enzyme activity; P08659; purified P. pyralis luciferase, luminescence, biochemical; Potency, µM (highest dose often 115 µM), for inactives: at the highest dose activity change, negative = inhibition, most hits filed as inhibitors; 76,000 compounds, 2.5% hits; further: potency means the concentration at half of the fitted maximal effect; nearly all actives have a fitted effect of over 65% in size
Target sequence (P08659 whole entry, looked up): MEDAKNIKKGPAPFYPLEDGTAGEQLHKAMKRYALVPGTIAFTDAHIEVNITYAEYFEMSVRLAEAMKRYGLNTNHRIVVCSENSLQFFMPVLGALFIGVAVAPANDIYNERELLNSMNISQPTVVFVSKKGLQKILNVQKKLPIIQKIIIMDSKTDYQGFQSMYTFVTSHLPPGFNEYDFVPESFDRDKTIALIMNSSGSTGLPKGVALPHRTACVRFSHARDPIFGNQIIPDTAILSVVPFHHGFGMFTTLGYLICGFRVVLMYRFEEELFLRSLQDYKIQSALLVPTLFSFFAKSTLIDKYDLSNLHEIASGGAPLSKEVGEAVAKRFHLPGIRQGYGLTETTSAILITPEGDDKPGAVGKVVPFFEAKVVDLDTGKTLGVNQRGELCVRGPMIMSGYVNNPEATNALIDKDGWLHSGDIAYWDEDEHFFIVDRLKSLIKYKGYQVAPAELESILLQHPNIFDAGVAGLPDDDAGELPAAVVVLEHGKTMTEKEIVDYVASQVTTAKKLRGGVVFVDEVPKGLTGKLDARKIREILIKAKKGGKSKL
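Inhibitors were tested against purified firefly luciferase in a biochemical, low-substrate format (both substrates at 10uM) and luminescence measured with a CCD imager.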
SNCA expr inh = inhibitors of alpha-synuclein (SNCA) gene expression; AID 1671194; Potency, µM (titrated, usually from 57.2 µM), inactives show at the highest dose activity change, negative = inhibition, usual class: inhibitors; HEK-293 SNCA-luciferase knock-in, luminescence, 24 h; 140,000 compounds, 0.17% hits;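 further: potency means the concentration at half of the fitted maximal effect; plate controls were DMSO cells for no effect and cell-free wells for full effect; nearly all actives have a fitted effect of over 45% in size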
An asterisk follows results filed as active; i = inactive; u = inconclusive; x = no result given; [ ] = remark or other dose. Unless noted, the call rests on the fitted dose curve; in most records, active means well fitted curve in the direction sought with a large enough effect; inconclusive means small, poorly fitted or top-dose-only effect, or another doubt; inactive means no such curve, though single readings can be large; an effect the other way counts as inactive or inconclusive. Unless noted, on the % scale 0 is the no-effect control and ±100 the full control effect. A portion of the library (hit frequency here may not be typical).

The opening five compounds, to show the layout:
SMILES	IP6K1 inhibitor	3T3 cytotox	HEK293 tox	GPT2 inhibitor	HEK293 viab	FLuc inh	SNCA expr inh
CC1=CC(=O)[C@@H](O)[C@@]2(C)C1C[C@H]1OC(=O)[C@H](O)[C@@]3(O)[C@@H](C)[C@@H](O)[C@H](O)C2[C@@]13C (stereo partly specified)	25	x	x	1%[27.3 µM]	-26%	x	x
Cc1nc(-c2ccc(N(C)C)cc2)cc([C@H]2CN3CC[C@H]2C[C@@H]3COC(=O)NC(C)C)n1	-9	u	u	i	-12%	u	-17%
O=[N+]([O-])c1cc(O)c(O)c([N+](=O)[O-])c1	x	x	x	-26%	u	x	-6%
COc1ccccc1-c1cc([C@H]2CN3CC[C@H]2C[C@@H]3CNS(=O)(=O)c2ccc(NC(C)=O)cc2)n(C)n1	-3	-9%	-2%	2%	2%	-1%	9%
CCNC(=O)NC[C@H]1C[C@@H]2CCN1C[C@@H]2c1cc(-c2ccccc2)nc(C)n1	25	u	u	-15%[88.5 µM]	-14%[87.6 µM]	5%[172 µM]	-2%[87.6 µM]

This part in full (from the top)
SMILES	IP6K1 inhibitor	3T3 cytotox	HEK293 tox	GPT2 inhibitor	HEK293 viab	FLuc inh	SNCA expr inh
CC1=CC(=O)[C@@H](O)[C@@]2(C)C1C[C@H]1OC(=O)[C@H](O)[C@@]3(O)[C@@H](C)[C@@H](O)[C@H](O)C2[C@@]13C (stereo partly specified)	25	x	x	1%[27.3 µM]	-26%	x	x
Cc1nc(-c2ccc(N(C)C)cc2)cc([C@H]2CN3CC[C@H]2C[C@@H]3COC(=O)NC(C)C)n1	-9	u	u	i	-12%	u	-17%
O=[N+]([O-])c1cc(O)c(O)c([N+](=O)[O-])c1	x	x	x	-26%	u	x	-6%
COc1ccccc1-c1cc([C@H]2CN3CC[C@H]2C[C@@H]3CNS(=O)(=O)c2ccc(NC(C)=O)cc2)n(C)n1	-3	-9%	-2%	2%	2%	-1%	9%
CCNC(=O)NC[C@H]1C[C@@H]2CCN1C[C@@H]2c1cc(-c2ccccc2)nc(C)n1	25	u	u	-15%[88.5 µM]	-14%[87.6 µM]	5%[172 µM]	-2%[87.6 µM]
CCN(CC)C[C@H]1CN2CC[C@H]1C[C@@H]2CNC(=O)NC(C)C	3	i	i	0%[88.5 µM]	-4%[87.6 µM]	12%[172 µM]	-5%[87.6 µM]
COc1ccc(-c2cc([C@H]3CN4CC[C@H]3C[C@@H]4CNC(=O)C3CCCCC3)n(C)n2)cc1	-5	u	u	-5%	-7%	-8%	1%
COCC(C(=O)OC1CC2CCC(C1)N2C)c1ccccc1 (stereo unspecified)	21	x	x	i	0%	x	x
O=C(O)CCCCCCNC1c2ccccc2CCc2ccccc21	-13	x	x	4%	13%	x	65%[25.6 µM]
CCCNC(=O)OC[C@H]1C[C@@H]2CCN1C[C@@H]2c1cc(-c2ccccc2)nn1C	-1	-17%[174 µM]	-13%[172 µM]	i	-3%[87.6 µM]	14%[172 µM]	9%[87.6 µM]
Cc1ccccc1CN1C(=O)CN=C(c2ccccc2)c2cc(Cl)ccc21	22	x	x	x	-19%	x	u
CCn1nccc1C(=O)N1[C@H]2CC[C@@H]1c1cnc(-c3ccc(F)cc3)nc1C2	5	u	u	i	-11%	3%	-28%
C=C[C@H]1CN2CC[C@H]1C[C@@H]2CNC(=O)c1ccc(C(F)(F)F)cc1	-7	u	-8%[172 µM]	i	1%[87.6 µM]	-10%[172 µM]	12%[87.6 µM]
O=C1NCc2ccccc2CC12CCCN2Cc1ccc(Br)cn1 (stereo unspecified)	-7	-19%	-20%	-3%	-4%	x	u
COc1ccc(CN2CCN(C(=O)COc3ccccc3)CC2)c(OC)c1	-17	x	x	x	6%	x	18%
Cc1ccccc1S(=O)(=O)N1[C@H]2CC[C@@H]1c1cnc(-c3ccc(F)cc3)nc1C2	0	u	28µM*	-7%	-4%	3%	-29%
Cn1nccc1C(=O)N1[C@H]2CC[C@@H]1c1cnc(-c3ccccc3)nc1C2	20	-25%	u	i	2%	9%	-11%
CN1CC[C@@]2(C)c3cc(OC(=O)Nc4ccccc4)ccc3N(C)[C@@H]12	x	x	x	4%	-11%	x	48%[activator]
CC(=O)OC1CC(O)C(C)(C)C2CC(OC(C)=O)C3(C)C(CCC4(C)C(c5ccoc5)C(=O)C5OC543)C12C (stereo unspecified)	-8	x	x	i	23%[23.9 µM]	x	x
Cc1ncc2c(n1)C[C@@H]1CC[C@H]2N1C(=O)CC1CCCCC1	2	-5%	0%	1%	u	0%	38%[activator]
O=C1Nc2ccccc2C12CCN(CC1CCCCC1)CC2	-16	-14%	u	i	-7%	x	29%
CC(C)(C)c1nc(CN2CCC3(CC2)C(=O)Nc2ccccc23)no1	8	u	u	0%	0%	-13%	-17%
Cc1c2ccncc2c(C)c2c1[nH]c1ccccc12	x	x	x	i	u	x	u
COC1=CC(=O)O[C@@H](CCc2ccccc2)C1	14	x	x	i	0%	x	x
CCO[C@H]1O[C@@H]2OC3(C)CC[C@H]4[C@H](C)CC[C@@H]([C@H]1C)[C@@]24OO3	10	x	x	i	-14%[23.9 µM]	x	-59%[25.6 µM]
Later entries
SMILES	IP6K1 inhibitor	3T3 cytotox	HEK293 tox	GPT2 inhibitor	HEK293 viab	FLuc inh	SNCA expr inh
CCN(C1CCOCC1)C1CNC1	-12	-10%	i	3%	6%	-6%	2%
CC1CN2CCCCC2CN1 (stereo unspecified)	-5	-4%[279 µM]	-3%[345 µM]	0%[192 µM]	8%[183 µM]	x	-18%[183 µM]
Cn1nc(-c2ccccc2)cc1[C@H]1CN2CC[C@H]1C[C@@H]2CNS(C)(=O)=O	0	-5%[174 µM]	1%[172 µM]	-1%[88.5 µM]	6%[87.6 µM]	-3%[172 µM]	9%[87.6 µM]
CC(C)(O)C(=O)Nc1ccc([N+](=O)[O-])c(C(F)(F)F)c1	x	x	x	-1%	-18%	x	28%
CSCC(=O)Nc1ccc2n(c1=O)C[C@H]1C[C@@H]2CN(C(=O)CSCC(=O)O)C1	14	i	i	-10%[88.5 µM]	3%[87.6 µM]	-2%[172 µM]	39%[activator][87.6 µM]
CCOC(=O)[C@H]1CN(C(=O)c2ccc(OC)cc2)[C@]2(C)C(=O)N(CC3CC3)c3ccccc3[C@H]12	16	u	u	-3%[27.3 µM]	-2%[23.9 µM]	x	10%[25.6 µM]
CN1C(=O)[C@H]2CN(Cc3ccccc3)C[C@H]2C1=O	12	5%	-2%	i	-7%	-6%	-17%
O=C1NCCOCCN[C@H]2CCC[C@@H]12	14	5%	i	i	-2%	-6%	5%
COc1ccccc1N1CCN(C[C@H]2CN3CC[C@H]2C[C@@H]3CNC(=O)Nc2cccc(SC)c2)CC1	-11	u	u	i	-1%	1%	u
Cn1nc(-c2cccs2)cc1[C@H]1CN2CC[C@H]1C[C@@H]2CNS(C)(=O)=O	-4	-16%[174 µM]	-1%[172 µM]	-3%[88.5 µM]	4%[87.6 µM]	13%[172 µM]	-26%[87.6 µM]
N#Cc1cccc(-c2ccc3n(c2=O)C[C@H]2C[C@@H]3CN(C(=O)c3ccc(F)cc3)C2)c1	9	2%[174 µM]	0%[172 µM]	1%[88.5 µM]	2%[87.6 µM]	-2%[172 µM]	-21%[87.6 µM]
CO[C@@H]1[C@H](O)[C@@H](O[C@@H]2C[C@H]3CC[C@@H]4C(CC[C@]5(C)[C@@H](C6=CC(=O)OC6)CC[C@]45O)[C@@]3(C)[C@H](O)C2)O[C@H](C)[C@@H]1O (stereo partly specified)	3	x	x	i	u	x	x
CO[C@H]1CCC(O[C@H]2C[C@H]([C@]3(C)CC[C@]4(C[C@H](O)[C@@H](C)[C@@H]([C@@H](C)C=C(C)C(=O)[C@H](C)C[C@H](C)C(=O)O)O4)O3)O[C@]3(O[C@@H]([C@H]4O[C@@](O)(CO)[C@H](C)C[C@H]4C)C[C@H]3C)[C@H]2C)O[C@H]1C (stereo partly specified)	x	x	x	i	u	x	u
CN1CCC(N[C@@H]2C[C@H](CO)[C@@H](O)[C@H]2O)CC1	-2	i	i	-2%[88.5 µM]	-6%[87.6 µM]	-3%[230 µM]	12%[87.6 µM]
CC(C)=CCC[C@]1(C)C=Cc2c(O)c3c(c(CC=C(C)C)c2O1)O[C@]12C(=C[C@@H]4CC1C(C)(C)O[C@@]2(C/C=C(/C)C(=O)O)C4=O)C3=O	-25*	x	x	i	1.9µM*	x	x
CC1CCN(C[C@H]2CN3CC[C@H]2C[C@@H]3CNC(=O)Nc2cccc(C#N)c2)CC1	20	u	-1%[172 µM]	-15%[88.5 µM]	-19%[87.6 µM]	0%[172 µM]	-19%[87.6 µM]
COc1ccc(-c2nc(CN3C(=O)CN=C(c4ccccc4)c4cc(Cl)ccc43)c(C)o2)cc1	7	x	x	x	u	x	u
Cc1ccnn1CC(=O)N1C[C@@H](c2ccc3c(c2)OCO3)[C@@H]2[C@H]1C1CCN2CC1	-4	-21%	1%	i	-4%	0%	-26%
O=[S+]1([O-])NC2(CCN(CC3CCCCC3)C2)COc2ccncc21 (stereo unspecified)	21	1%	-8%	i	-1%	x	2%
CN1C[C@H](CNC(=O)OCc2ccccc2)C[C@@H]2c3cccc4c3c(cn4C)C[C@H]21	32	x	x	u	u	x	21%
Cn1cccc1C(=O)N1[C@H]2CC[C@@H]1c1cnc(-c3ccc(F)cc3)nc1C2	5	u	16µM*	i	5%	0%	-25%
O=C1N(Cc2cccnc2)C[C@H]2CN(C3CCC3)CCN12	-4	4%[230 µM]	-1%[230 µM]	i	5%[87.6 µM]	-6%[230 µM]	-11%[87.6 µM]
COCCN1C[C@H]2CN(CC3CC3)CCN2C1=O	1	-5%[230 µM]	3%[230 µM]	i	1%[87.6 µM]	-7%[230 µM]	12%[87.6 µM]
[N-]=[N+]=CC(=O)OC[C@H](N)C(=O)O	3	x	x	i	0%[23.9 µM]	x	7%[25.6 µM]
CCOC(=O)CCNC(=O)N1[C@H]2CC[C@@H]1c1cnc(C)nc1C2	-11	2%	-12%	i	-3%	4%	-3%
CC[C@H]1CN2CC[C@H]1C[C@@H]2CNC(=O)Nc1cccc(C#N)c1	4	0%[174 µM]	u	-6%[88.5 µM]	1%[87.6 µM]	0%[172 µM]	8%[87.6 µM]
O=C(O)CCCC(=O)N1C[C@@H]2C[C@H](C1)c1ccc(-c3ccc(Cl)cc3)c(=O)n1C2	-3	i	-2%[172 µM]	4%[88.5 µM]	4%[87.6 µM]	-2%[172 µM]	-5%[87.6 µM]
O=c1[nH]c2ccccc2n1C1CCN(Cc2ccc(-c3[nH]c4cc5ncnc5cc4nc3-c3ccccc3)cc2)CC1	x	x	x	-6%	-16%	x	68%[activator]
COC1C=CC23c4cc5c(cc4COC2(O)CN(C)C3C1)OCO5 (stereo unspecified)	-2	x	x	-10%[27.3 µM]	-11%	x	x
O=C(Cc1ccccc1)N1CCCN(CCn2nc3n(c2=O)CCCC3)CC1	-11	-9%	-7%	x	x	x	x
